Assay outcomes deposited in PubChem BioAssay by several laboratories.
Furin inhibitor: blocks human furin protease activity; P09958; purified furin, fluorogenic substrate cleavage; inhibition, % at 30 µM; 0.061% of 220,000 active; AID 463115; in the data active = inhibition above about 25%; also: inactives centre near -15
Target sequence (P09958 108-714 limits assumed): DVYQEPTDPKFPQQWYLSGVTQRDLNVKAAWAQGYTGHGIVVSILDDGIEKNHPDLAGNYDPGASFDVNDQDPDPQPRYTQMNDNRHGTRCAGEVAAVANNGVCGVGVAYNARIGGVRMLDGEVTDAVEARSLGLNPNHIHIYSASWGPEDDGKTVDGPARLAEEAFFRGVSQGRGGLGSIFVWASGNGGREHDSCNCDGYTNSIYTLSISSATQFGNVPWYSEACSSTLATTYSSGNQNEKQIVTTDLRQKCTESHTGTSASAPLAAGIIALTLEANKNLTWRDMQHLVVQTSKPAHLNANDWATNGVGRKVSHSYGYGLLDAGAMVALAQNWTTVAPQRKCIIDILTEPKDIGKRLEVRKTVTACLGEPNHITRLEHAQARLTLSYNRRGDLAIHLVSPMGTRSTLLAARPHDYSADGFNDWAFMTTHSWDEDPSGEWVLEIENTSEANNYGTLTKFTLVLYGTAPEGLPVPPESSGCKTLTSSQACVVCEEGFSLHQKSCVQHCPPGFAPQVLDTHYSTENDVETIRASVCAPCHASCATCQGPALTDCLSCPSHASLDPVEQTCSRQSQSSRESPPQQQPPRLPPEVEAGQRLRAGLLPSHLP
FXIIa inh: factor XIIa (human) inhibition; inhibition, % at 5 µM; purified FXIIa, Boc-QGR-AMC fluorogenic substrate, 2 h; 0.3% of 220,000 active; P00748; in the data active = inhibition above about 40%;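 also: 0% = enzyme with no compound and 100% = blank without enzyme; many of its hits are not listed in these tables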
Wee1 stabilizer: human Wee1 degradation inhibition, primary screen. HeLa Luc-Wee1K328M stability, luciferase luminescence; 100% = proteasome inhibitor MG132 effect. reporter increase, % at 5 µM. 1.2% of 220,000 active. AID 1321;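 active = activation above the mean of all tested compounds plus 3 SD, set per screening run, cut at about 8.8% in these data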;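 also: cells exposed to compound for 20 h before luminescence read; 0% = DMSO alone and 100% = MG132 at 30 µM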
PERK inhibitor: human PERK inhibition, primary cell-based screen. Q9NZJ5. CHO PERK-DD fusion, SEAP luminescence translation reporter. inhibition, % at 5.6 µM. 0.17% of 220,000 active;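 active = inhibition above the mean inhibition of all tested compounds plus 3 SD, set separately per screening campaign, cut at about 2.9% in these data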;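 also: PERK kinase domain activated by AP20187 dimerizer at 100 nM; 0% = DMSO with dimerizer and 100% = rapamycin at 8.4 µM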
FXIa inh 1536: inhibitors of human coagulation factor XIa | P03951 | purified FXIa, Boc-Glu-Ala-Arg-AMC fluorogenic substrate | inhibition, % at 5 µM | 0.14% of 220,000 active | AID 798;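 active = inhibition of at least 40%; inactive = inhibition below 40%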;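 also: fluorescence of freed AMC excited at 355 nm; 0% = enzyme without compound and 100% = no enzyme blank; many of its hits are not listed in these tables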
Cl transport mod: modulators of human KCC2 chloride dependent transport | Q9H2X9 | KCC2 cells, thallium flux FluoZin-2 fluorescence | B-score of Tl+ flux slope (higher = more flux/activation; lower = inhibition) at 10 µM | 2.2% of 190,000 active | AID 1456;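 active = thallium flux slope and its plate-corrected score both differing from the plate sample mean at a set confidence after two filtering rounds, in either direction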;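 also: slope of fluorescence scaled to starting intensity during 10 to 20 s after thallium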
Thrombin inh: inhibitors of human thrombin. alpha-thrombin, Boc-VPR-AMC fluorogenic substrate cleavage. P00734. 0.26% of 220,000 active. inhibition, % at 5 µM;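 active = inhibition at or above 40%; inactive = inhibition below 40%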;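 also: 0% = enzyme with no compound and 100% = wells without enzyme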
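signal = AMC fluorescence, 355/460 nm | material = human alpha-thrombin enzyme | control set = enzyme without compound as high, wells lacking enzyme as low | times = reaction at room temperature | read-out basis = percent inhibition scaled between no-compound controls and no-enzyme blanks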
p97 ATPase inh: human p97 ATPase inhibition | P55072 | inhibition, % at 8 µM | recombinant p97 ATPase, Kinase-Glo ATP luminescence, 3 h | AID 1481 | 0.42% of 220,000 active; in the data active = inhibition above about 15%;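 also: 0% = DMSO vehicle and 100% = wells lacking enzyme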
hK5 inh: blocks human kallikrein 5 protease activity. Q9Y337. 0.59% of 210,000 active. inhibition, % at 5 µM. recombinant hK5, fluorogenic AMC substrate cleavage;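 active = inhibition of 40% or more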;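 also: 0% = enzyme controls without compound and 100% = no-enzyme blanks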
Target sequence (Q9Y337 67-293 limits assumed): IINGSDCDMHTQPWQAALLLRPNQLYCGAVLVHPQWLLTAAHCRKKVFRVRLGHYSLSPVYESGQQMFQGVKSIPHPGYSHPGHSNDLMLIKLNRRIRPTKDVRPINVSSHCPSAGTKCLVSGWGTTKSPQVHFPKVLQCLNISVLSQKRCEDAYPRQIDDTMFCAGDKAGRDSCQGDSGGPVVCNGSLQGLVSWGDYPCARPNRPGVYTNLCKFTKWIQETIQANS
* = called active by the depositor; · = no result given; & = joins results of further samples; [ ] = dose if it differs, or a comment.

| no. | mol | Cl transport mod | p97 ATPase inh | Thrombin inh | FXIa inh 1536 | hK5 inh | PERK inhibitor | Furin inhibitor | FXIIa inh | Wee1 stabilizer |
| --- | --- | --- | --- | --- | --- | --- | --- | --- | --- | --- |
| 1 | CC(=NCCCO)c1c(O)[nH]c(=O)[nH]c1=O | 1.3 | 4 | -8 | 0 | 8 | 1.2 | -24 | 2 | -2 |
| 2 | CCN1CCN(c2ccc([N+](=O)[O-])cc2C#N)CC1 | 0.023 | 4 | 9 | 21 | 3 | 0.7 | -18 | 12 | 0 |
| 3 | COc1ccc(CCNCc2ccc(F)cc2)cc1OC | 0.21 | -5 | -6 | 0 | -14 | -0.6 | -8[20 µM] | 2 | -1 |
| 4 | O=C1NCCN2CCCC12 (stereo unspecified) | 0.12 | -3 | -17 | -7 | -24 | 1.1 | -21 | -8 | -2 |
| 5 | O=c1c2ccccc2nc(-c2ccccc2)n1-c1cccc(O)c1 | 0.27 | 5 | -3 | -3 | 10 | -0.6 | -12 | 7 | -3 |
| 6 | COc1ccccc1-n1c(Cc2ccccc2)nc2ccccc2c1=O | 0.038 | 3 | -5 | 1 | 0 | -0.5 | -23 | 10 | -2 |
| 7 | O=P(/C(=N/O)N1CCOCC1)(N1CCOCC1)N1CCOCC1 | -0.79 | 0 | -8 | 2 | 2 | 1.0 | -16 | 6 | 0 |
| 8 | Cc1cc(N2CCOCC2)ccc1/C=C1\C(=O)NC(=O)N(c2ccccc2)C1=O | 1.1 | 4 | -3 | 4 | 4 | 0.4 | 4 | 13 | 0 |
| 9 | CC(C)CCNC(=O)c1c(N)n(CC2CCCO2)c2nc3ccccc3nc12 (stereo unspecified) | 0.12 | -2 | -2 | -6 | -5 | -2.3 | -18[20 µM] | 0 | -1 |
| 10 | Cc1cccc(OP(=O)(NCc2ccccc2)Oc2cccc(C)c2)c1 | 0.071 | -9 | -9 | -4 | 4 | -0.5 | -9 | 0 | 0 |
| 11 | COC(=O)c1ccc(N2CCN(C)CC2)c([N+](=O)[O-])c1 | 0.14 | -4 | -7 | -2 | 3 | 0.5 | 7 | · | 0 |
| 12 | CC(=O)OC1C2CCCC1C(N1CCCC1)CC2 (stereo unspecified) | 1.3&0.42 | -4&-5 | 13&1 | 9&3 | 32&-73 | 0.4&-0.2 | -18 | 20&15 | -4&2 |
| 13 | CCOC(=O)c1c(N)n(CCCOC(=O)c2ccco2)c2nc3ccccc3nc12 | -0.61 | 3 | 5 | -16 | -11 | -0.8 | -43 | 35 | 0 |
| 14 | Cc1cccc(N2C(=O)NC(=O)/C(=C/c3ccc(N4CCOCC4)cc3)C2=O)c1 | 0.78 | 0 | 0 | -3 | 0 | 0.4 | -24 | · | 1 |
| 15 | CN1CCCC1C(O)(c1ccccc1)c1ccccc1 (stereo unspecified) | 0.1 | 2 | · | · | · | 0.9 | -3[20 µM] | · | 2 |
| 16 | Cc1cccc(N2C(=O)/C(=C/N3CCN(C(=O)c4ccco4)CC3)C(=O)NC2=S)c1 | -0.81 | 1 | -4 | -2 | -12 | 0.9 | -16[20 µM] | 9 | -2 |

Looked up by compound from above (seven):
| no. | mol | Cl transport mod | p97 ATPase inh | Thrombin inh | FXIa inh 1536 | hK5 inh | PERK inhibitor | Furin inhibitor | FXIIa inh | Wee1 stabilizer |
| --- | --- | --- | --- | --- | --- | --- | --- | --- | --- | --- |
| 16 | Cc1cccc(N2C(=O)/C(=C/N3CCN(C(=O)c4ccco4)CC3)C(=O)NC2=S)c1 | -0.81 | 1 | -4 | -2 | -12 | 0.9 | -16[20 µM] | 9 | -2 |
| 14 | Cc1cccc(N2C(=O)NC(=O)/C(=C/c3ccc(N4CCOCC4)cc3)C2=O)c1 | 0.78 | 0 | 0 | -3 | 0 | 0.4 | -24 | · | 1 |
| 12 | CC(=O)OC1C2CCCC1C(N1CCCC1)CC2 (stereo unspecified) | 1.3&0.42 | -4&-5 | 13&1 | 9&3 | 32&-73 | 0.4&-0.2 | -18 | 20&15 | -4&2 |
| 11 | COC(=O)c1ccc(N2CCN(C)CC2)c([N+](=O)[O-])c1 | 0.14 | -4 | -7 | -2 | 3 | 0.5 | 7 | · | 0 |
| 15 | CN1CCCC1C(O)(c1ccccc1)c1ccccc1 (stereo unspecified) | 0.1 | 2 | · | · | · | 0.9 | -3[20 µM] | · | 2 |
| 13 | CCOC(=O)c1c(N)n(CCCOC(=O)c2ccco2)c2nc3ccccc3nc12 | -0.61 | 3 | 5 | -16 | -11 | -0.8 | -43 | 35 | 0 |
| 9 | CC(C)CCNC(=O)c1c(N)n(CC2CCCO2)c2nc3ccccc3nc12 (stereo unspecified) | 0.12 | -2 | -2 | -6 | -5 | -2.3 | -18[20 µM] | 0 | -1 |

Later entries.
| no. | mol | Cl transport mod | p97 ATPase inh | Thrombin inh | FXIa inh 1536 | hK5 inh | PERK inhibitor | Furin inhibitor | FXIIa inh | Wee1 stabilizer |
| --- | --- | --- | --- | --- | --- | --- | --- | --- | --- | --- |
| 17 | NC(=O)c1ccc(C(=O)Nc2ccc([As](=O)(O)O)cc2)cc1 | 0.7 | 3 | -10 | -5 | -5 | -0.5 | -16 | 0 | 0 |
| 18 | CCCC1(CCC)C(=O)NC(=Nc2ccc(C)cc2)NC1=O | 0.45 | -1 | -2 | 1 | 9 | 0.3 | -26 | 12 | -1 |
| 19 | CCOc1cccc(=NC2CCCCC2)c2c(C)[nH]c(C)c12 | -3.3 | 7 | 3 | 7 | 7 | -1.1 | 0 | 11 | -1 |
| 20 | COc1ccn(C)c(=O)c1C#N | 0.38 | 0 | -6 | 0 | -1 | 0.3 | -19 | 1 | 1 |
| 21 | CCC(C)(C)n1nnnc1CN1CCC(n2c(C)nc3cc(C(F)(F)F)ccc32)CC1 | 0.52 | -8 | 2 | 17 | -6 | -1.0 | -15[20 µM] | 26 | 1 |
| 22 | Cn1ccnc1P(=S)(c1nccn1C)c1nccn1C | -0.21 | 2 | -6 | -7 | -1 | 1.4 | -20 | -13 | 5 |
| 23 | O=C1NC(=O)C(=Cc2ccccc2OCCOc2ccc([N+](=O)[O-])cc2)C(=O)N1 | · | 4 | 2 | -1 | 0 | 0.3 | -24 | 11 | -2 |
| 24 | CC(C)C(=O)c1cn(Cc2ccccc2C#N)c2ccccc12 | -0.0022 | -2 | -6 | -3 | 5 | -0.6 | -14[20 µM] | -3 | -1 |
| 25 | O=C(CCS(=O)(=O)c1ccc(Br)cc1)N1CCC2(CC1)OCCO2 | 0.5 | 4 | -6 | -10 | 8 | 0.5 | -18 | -5 | -4 |
| 26 | CC1CN=C(NCCc2ccccc2)S1 (stereo unspecified) | 0.62 | -1 | 5 | -4 | -2 | -0.2 | -19 | 10 | -2 |
| 27 | CCN(CC)P(=O)(Oc1ccccc1)Oc1ccccc1 | -1.4 | -6 | 8 | 10 | 7 | -0.5 | 1 | 13 | -1 |
| 28 | Cc1cc(C)nc(N2Cc3ccccc3C2=N)n1 | 0.2 | 5 | -5 | 0 | -6 | 2.4 | -21 | 5 | 0 |
| 29 | O=C(CNC(=O)c1ccc(Cl)cc1)Nc1ccc(Br)cc1C(=O)c1ccccc1 | -1.1 | -1 | 6 | 6 | 0 | 0.3 | -26 | 14 | 3 |
| 30 | CC(C)C/C(=N/O)c1c[nH]c2ccccc12 | · | -3 | -5 | -9 | 1 | -0.5 | -16[20 µM] | -2 | -2 |
| 31 | CC1(C)CC(CCNCc2ccc3c(c2)OCO3)(Cc2ccccc2)CCO1 (stereo unspecified) | 0.98 | 1 | -9 | 0 | 3 | -0.5 | -8 | 9 | 0 |
| 32 | O=C1NC(=O)C2(C(=O)N1)C(c1ccc(F)cc1)NC(=S)NC2c1ccc(F)cc1 (stereo unspecified) | -0.22 | 1 | -15 | -7 | -31 | 0.2 | -8[20 µM] | 14 | 1 |

Shown as labelled records: entries from further up.
5: O=c1c2ccccc2nc(-c2ccccc2)n1-c1cccc(O)c1
  Cl transport mod: 0.27
  p97 ATPase inh: 5
  Thrombin inh: -3
  FXIa inh 1536: -3
  hK5 inh: 10
  PERK inhibitor: -0.6
  Furin inhibitor: -12
  FXIIa inh: 7
  Wee1 stabilizer: -3
17: NC(=O)c1ccc(C(=O)Nc2ccc([As](=O)(O)O)cc2)cc1
  Cl transport mod: 0.7
  p97 ATPase inh: 3
  Thrombin inh: -10
  FXIa inh 1536: -5
  hK5 inh: -5
  PERK inhibitor: -0.5
  Furin inhibitor: -16
  FXIIa inh: 0
  Wee1 stabilizer: 0

Additional results follow:
| no. | mol | Cl transport mod | p97 ATPase inh | Thrombin inh | FXIa inh 1536 | hK5 inh | PERK inhibitor | Furin inhibitor | FXIIa inh | Wee1 stabilizer |
| --- | --- | --- | --- | --- | --- | --- | --- | --- | --- | --- |
| 33 | C=CCn1c(=O)c(C=Nc2cccnc2Cl)c(O)n(CCCC)c1=O | -0.49 | -3 | 1 | -1 | -6 | 0.4 | -13 | 8 | 0 |
| 34 | COc1ccc(-n2c(O)c(C=Nc3c(C)n(C)n(-c4ccccc4)c3=O)c(=O)[nH]c2=O)cc1 | -0.19 | 2 | 9 | 7 | -3 | 0.2 | -8[20 µM] | 19 | -3 |
| 35 | O=C(c1ccco1)c1cn(Cc2ccccc2)c2ccccc12 | -0.82 | 1 | -7 | 3 | -11 | -1.0 | -14[20 µM] | -13 | 0 |
| 36 | Cc1ccnc(-n2c(-c3ccccc3)nc3ccccc3c2=O)c1 | · | 3 | 4 | 2 | -6 | 0.9 | -29[20 µM] | 24 | 0 |
| 37 | O=C(c1cc(F)ccc1F)C1CCCN(Cc2cccc(Cl)c2)C1 (stereo unspecified) | -0.5 | 1 | 0 | 3 | · | 1.1 | -11 | 12 | -1 |
| 38 | Cc1cccc(N2CCN(CCc3ccccc3)CC2)c1C | -1.4 | 5 | 1 | 1 | -8 | -0.3 | -12[20 µM] | 15 | -1 |
| 39 | COc1ccc(C2SCC(=O)Nc3c2c(C)nn3C2CCOC(C)(C)C2)cc1 (stereo unspecified) | 0.28 | -7 | 6 | 6 | -7 | -1.0 | -12[20 µM] | 20 | 0 |
| 40 | CC(C)CNC(=O)c1c(N)n(Cc2ccc3c(c2)OCO3)c2nc3ccccc3nc12 | · | 1 | -6 | -14 | -142 | -1.8 | -7[20 µM] | -19 | -1 |
| 41 | O=C(CCC(=O)N1CCC2(CC1)OCCO2)Nc1nnc(C2CCCCC2)s1 | -0.21 | 2 | 3 | 2 | 1 | -0.7 | -12 | 15 | -1 |
| 42 | COc1ccc(-n2c(/C=C3\C(=O)Nc4ccccc43)nc3ccccc3c2=O)cc1 | 1.5 | -7 | -12 | -2 | -7 | 0.4 | 1 | 13 | -3 |
| 43 | COc1ccc(/C=N/N=C(/N)N[N+](=O)[O-])c(OC)c1 | 0.065 | 1 | 5 | 3 | -4 | 0.5 | 8[20 µM] | 15 | -1 |
| 44 | O=c1c2ccccc2nc(CNCc2ccco2)n1-c1ccc(F)cc1 | 0.055 | 7 | 0 | 7 | -10 | 0.2 | -22 | 7 | 2 |
| 45 | CN1CCc2c(c(N3CCCCC3)nc3n[nH]c(N)c23)C1 | -0.014 | -3 | -14 | -7 | -1 | -0.1 | -11[20 µM] | -6 | 2 |
| 46 | CC(C)(C)c1ccc(OC(=O)N2CCCCC2)cc1 | 0.52 | 1 | -7 | -1 | 1 | 0.9 | -17 | 5 | -1 |

Looked up above.
O=C(CCC(=O)N1CCC2(CC1)OCCO2)Nc1nnc(C2CCCCC2)s1 in Cl transport mod shows -0.21
Cn1ccnc1P(=S)(c1nccn1C)c1nccn1C in Furin inhibitor shows -20

Not all compounds are listed, so the mix of outcomes need not match the whole.
